Source: PubChem
A3A deaminase – blocks human APOBEC3A ssDNA deamination. P31941. recombinant A3A, FAM/TAMRA ssDNA deamination fluorescence. inhibition, % at 20 µM. 0.41% of 330,000 active. AID 493011;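 active means at least 40% inhibition at 20 µM here, with at most 30% in a related deaminase screen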;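 further: plate controls were A3A with DMSO for no effect and wells lacking A3A enzyme for full effect; some results filed as inactive read as strong as hits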
A3G deaminase – APOBEC3G (human) deaminase inhibition; 0.28% of 330,000 active; recombinant A3G, ssDNA deamination FAM/TAMRA fluorescence; Q9HC16; inhibition, % at 20 µM; AID 493012;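 active means inhibition of at least 40% at 20 µM, with no more than 30% in the related APOBEC3A deaminase screen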;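 further: plate controls were DMSO wells with A3G for no effect and wells lacking A3G enzyme for full effect; some compounds called inactive have numbers as strong as hits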
Target sequence (Q9HC16 whole entry, looked up): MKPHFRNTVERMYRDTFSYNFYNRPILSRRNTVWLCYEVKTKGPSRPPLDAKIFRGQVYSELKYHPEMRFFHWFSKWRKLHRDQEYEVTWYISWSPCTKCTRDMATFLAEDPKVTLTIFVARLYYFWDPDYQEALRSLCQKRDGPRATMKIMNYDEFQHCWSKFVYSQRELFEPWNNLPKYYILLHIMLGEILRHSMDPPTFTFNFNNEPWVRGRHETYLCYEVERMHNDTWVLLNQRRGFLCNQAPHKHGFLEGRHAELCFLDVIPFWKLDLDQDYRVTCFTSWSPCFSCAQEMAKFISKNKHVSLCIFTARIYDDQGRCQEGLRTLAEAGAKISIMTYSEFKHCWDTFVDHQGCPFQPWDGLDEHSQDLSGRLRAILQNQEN
NLRP3 yeast inh – inhibitors of NALP3 inflammasome in yeast. Yeast reconstituted NLRP3/ASC/caspase-1, beta-gal luminescence, 24 h. 0.39% of 330,000 active. inhibition, % at 10 µM;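 active means inhibition of 50% or more; inactive means inhibition below 50%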;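 further: plate controls were induced DMSO wells for no effect and uninduced yeast grown without galactose for full effect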
hIAP block – blocks human intestinal alkaline phosphatase. AID 2544. purified IAP, CDP-Star luminescence, 30 min. P09923. inhibition, % at 10 µM. 0.12% of 330,000 active;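 active means inhibition reaching a set limit with compound at 10 µM in the primary screen, cut at about 35% in these data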;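 further: plate controls were DMSO wells with enzyme for no effect and no-enzyme buffer wells for full effect; values of inactives mirror those of a sister screen read the other way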
Target sequence (P09923 whole entry, looked up): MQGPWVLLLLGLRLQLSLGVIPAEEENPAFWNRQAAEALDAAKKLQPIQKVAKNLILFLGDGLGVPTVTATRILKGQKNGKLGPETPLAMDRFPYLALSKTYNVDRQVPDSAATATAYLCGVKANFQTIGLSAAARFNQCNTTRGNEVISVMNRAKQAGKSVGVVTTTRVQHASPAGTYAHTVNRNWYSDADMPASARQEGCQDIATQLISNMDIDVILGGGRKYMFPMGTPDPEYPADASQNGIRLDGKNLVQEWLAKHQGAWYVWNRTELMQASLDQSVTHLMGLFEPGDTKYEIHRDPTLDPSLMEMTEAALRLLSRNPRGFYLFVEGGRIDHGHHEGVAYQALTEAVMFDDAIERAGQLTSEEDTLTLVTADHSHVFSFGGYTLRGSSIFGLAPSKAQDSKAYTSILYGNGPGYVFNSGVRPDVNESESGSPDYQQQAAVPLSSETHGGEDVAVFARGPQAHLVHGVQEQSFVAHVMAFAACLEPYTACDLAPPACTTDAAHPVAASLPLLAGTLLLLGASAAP
mIAP activ – mouse IAP activation. muIAP, CDP-Star luminescence, 30 min; active compounds read high; 1 = vehicle-only enzyme signal, 0 = enzyme-free wells. activation factor at 10 µM. 0.24% of 330,000 active;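 active means activation factor of at least 2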; further: the source names both 10 and 20 µM as test concentration; values of inactives mirror those of a sister screen read the other way
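Assay system: mouse IAP enzyme; Reagent: CDP-Star chemiluminescent phosphatase substrate; Compound: DMSO-dissolved test compounds; Incubation: 30 min, room temperature; Technique: luminescence from enzymatic CDP-Star hydrolysis; Controls: DMSO-only wells and no-enzyme negative control.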
beta cell repl – MIN6 beta-cell proliferation induction; MIN6 cells proliferation, ATPlite luminescence, 48 h; cells starved in 0.2% serum; 100% = growth in 10% serum; proliferation, % at 10 µM; 0.29% of 330,000 active; AID 2380;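 active means compounds whose signal lies at least 3.5 SD above the mean of all wells on their plate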;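 further: 0% = DMSO-treated cells in low-serum medium and 100% = 10% serum control; some compounds called inactive have numbers as strong as hits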
mIAP block – mouse IAP inhibition | purified mouse IAP, CDP-Star luminescence, 30 min | inhibition, % at 10 µM | 0.2% of 330,000 active | AID 2806;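 active means inhibition of at least 40% at 10 µM in the primary screen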;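 further: plate controls were DMSO with enzyme for no effect and no enzyme wells for full effect; values of inactives mirror those of a sister screen read the other way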
SENP1 FRET inh – SENP1 (human) catalytic domain inhibition; Q9P0U3; recombinant SENP1 catalytic domain, CyPet-SUMO1-YPet FRET cleavage; inhibition, % at 10 µM; 0.21% of 360,000 active; AID 624204;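 active means inhibition at least 30% at 10 µM, raw YFP signal under a set limit, fluorescence ratio 0.5 to 1.5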;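 further: 0% = enzyme with DMSO and 100% = no enzyme wells; some results filed as inactive read as strong as hits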
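Assay system: hSENP1 catalytic domain, recombinant. Amount: SENP1 enzyme, 20 pM final. Schedule: 50 min reaction, RT, dark. Technique: FRET, CFP and YFP emission. Control set: no-enzyme wells low, DMSO-plus-enzyme wells high control.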
hIAP act – increases human intestinal alkaline phosphatase activity | P09923 | purified human IAP, CDP-Star luminescence, 30 min; active compounds read high; 1 = vehicle-only enzyme, 0 = enzyme-free background | activation factor at 10 µM | 0.16% of 330,000 active | AID 2524;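 active means activation factor of the enzyme at least 2-fold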; further: the source names both 10 and 20 µM as test concentration; values of inactives mirror those of a sister screen read the other way
An asterisk follows results filed as active. Only part of the results is shown; rates above refer to the full screens.

SMILES	A3A deaminase	A3G deaminase	NLRP3 yeast inh	hIAP block	mIAP activ	beta cell repl	mIAP block	SENP1 FRET inh	hIAP act
CC(C)=CCOc1c2ccoc2c(OCC=C(C)C)c2oc(=O)ccc12	3	0	20	15	0.91	-6	9	-6	0.85
N#CC(c1ccc(F)cc1)c1ccc(C(=O)c2ccc(F)cc2)cc1 (stereo not given)	1	-5	21	-6	0.9	-4	10	2	1.1
O=[N+]([O-])c1ccc(-c2c[nH]c(=S)[nH]2)cc1	3	39	11	16	0.7	-2	30	6	0.84
CC(=O)Nc1ccc(NC(=O)C(C)OC(=O)c2ccccc2Sc2ccccc2C#N)cc1 (stereo not given)	9	-7	-5	8	1.1	-3	-14	1	0.92
CNC(=S)NNC(=O)c1cccn(Cc2ccc(Cl)c(Cl)c2)c1=O	4	-2	22	-81	0.78	-1	22	1	1.8
O=C(NC(NC(=O)c1ccccc1)C(=O)c1ccccc1)c1ccccc1	-4	-4	-10	12	1	-1	0	2	0.88
CC1(C)Cc2c(ccc3ccccc23)-c2nnc(-c3cccnc3)n21	-2	-7	4	-2	1	0	-2	-1	1
CCOC(=O)c1ccccc1NC(=O)c1cn(-c2ccc(OC)cc2)c(=O)c2ccccc12	1	-2	20	10	1	-4	-3	-1	0.9
CC(=O)NCCc1nc2ccccc2n1CCOc1ccccc1	-1	-7	-23	0	0.96	0	4	1	1
Oc1ccccc1/C=N/Nc1cccc2cccnc12	-5	-5	31	1	0.82	-4	18	-67	0.99
CCCCOC(=O)Sc1nc2ccccc2o1	-4	-7	22	-14	1	-1	-1	2	1.1
COC(=O)[C@H](Cc1ccccc1)N(C)S(=O)(=O)c1cccc(S(=O)(=O)N(C)[C@@H](Cc2ccccc2)C(=O)OC)c1	-2	-14	15	-21	1	-7	-2	-1	1.2
Nn1c(=S)[nH]c2sc3c(c2c1=O)CCCC3	-1	3	28	-7	0.97	0	2	1	1.1
COc1cc(NC(=O)CSc2nc3ccccc3cc2Cc2ccccc2)cc(OC)c1	-3	-7	10	4	0.98	-2	2	2	0.96
S=c1nc(C2CCCCC2)[nH][nH]1	1	43*	23	0	0.92	-2	8	1	1
O=S1(=O)CC/C(=N/Nc2ccc(C(F)(F)F)cn2)c2cc(F)ccc21	6	-4	13	6	1	-2	-2	2	0.94
COc1ccc(C(=O)NCC2CCCCC2)cc1S(=O)(=O)N1CCCC1	0	-3	2	8	1.1	-6	-12	1	0.93
COc1ccc(OC)c(C(C(=O)NCc2ccco2)N(C(=O)Cn2nnc3ccccc32)C2CC2)c1 (stereo not given)	-2	-2	12	1	0.99	1	1	3	0.99
Cc1ccc(O)c(C(=O)c2cc(C#N)c(=O)n(C(C)c3ccccc3)c2)c1 (stereo not given)	-3	-11	-14	6	0.9	-1	10	-9	0.94
Cc1ccc(CNc2ccc(Cl)cc2[N+](=O)[O-])cc1	-1	-5	18	12	0.95	2	5	7	0.88
Oc1ccc(/C=N/Nc2cc(N3CCCC3)nc(N3CCCC3)n2)cc1	-4	-8	30	8	1	-4	-2	-9	0.92
COc1ccccc1C(=O)NC(=S)Nc1ccc(S(=O)(=O)N2CCN(C)CC2)cc1	3	1	11	5	0.89	-1	11	2	0.95
CCCOc1ccc(-c2cc(C(F)(F)F)c(C#N)c(SCC(=O)O)n2)cc1	13	3	5	23	0.91	-4	10	1	0.77
O=c1c2ccccc2oc2ccc(-c3ccc4[nH]ccc4c3)cc12	-2	-6	44	2	0.85	-6	15	-1	0.97
CCN1CCC2(CC1)Oc1c(OC)cccc1C1CC(c3cccnc3)=NN12 (stereo not given)	-2	-1	2	-14	1	-3	-3	-2	1.1
CC(C)C[C@H](NC(=O)c1nc[nH]c1C(=O)NCC(=O)OC(C)(C)C)C(=O)OCc1ccccc1	-7	-13	-7	-33	1	-8	-3	1	1.3
O=C1CCNCCN1[C@H](CO)c1ccccc1	-3	-9	9	5	0.91	1	9	1	0.95
C[C@H](c1ccccc1)n1nnc(COCc2ccccc2)c1C#CCOCc1ccccc1	-2	-14	1	2	1.1	-7	-5	0	0.98
Cc1cccc(C)c1NC(=O)CN1CCN(CC(=O)NCC2(N3CCCCC3)CCCCC2)CC1	-3	-9	10	-6	1.1	4	-6	-3	1.1
FC(F)(F)c1nnc2c3ccccc3c(Cl)nn12	-6	-4	-24	-25	1	-4	-4	-3	1.2
COc1ccc(CNC(=O)CCS(=O)(=O)c2ccc(Br)cc2)cc1	19	15	-1	18	1	-2	-3	2	0.82
COC(=O)NCC(C)OC(=O)Nc1ccc(Cl)cc1 (stereo not given)	2	-4	11	-6	0.96	-1	4	-1	1.1
Cc1cc(S(=O)(=O)Nc2ccccc2C)ccc1F	1	-1	6	0	0.91	0	9	0	1
C=CCn1c(SC(C)C#N)nc2sc(CC)cc2c1=O (stereo not given)	3	2	23	-4	0.96	-2	4	1	1
COc1ccc(NC(=O)Cn2cnc3sc(C)c(S(=O)(=O)N4CCN(C)CC4)c3c2=O)cc1OC	-6	-8	-1	9	1	0	-3	2	0.91
C/C=C/C(=O)N1CC2(CC(c3cccc(NC(=O)COc4ccc(Cl)cc4)c3)=NO2)C[C@@H]1C(N)=O (stereo not given in full)	-5	-1	11	-11	1.1	-3	-10	2	1.1
CCOC(=O)C1=NN(c2ccc(Cl)cc2)C(=O)C1	-2	-5	1	1	1	-3	-3	2	0.99
COc1ccccc1Nc1cc(C(=O)NCCCN2CCOCC2)c2ccccc2n1	0	-8	13	14	1.1	1	-6	0	0.86
O=c1cc(C(F)(F)F)nc(-c2ccccc2OC(F)(F)F)[nH]1	0	-5	15	3	0.93	-1	7	1	0.97
COc1ccc(OC)c(NC(=O)C(C)SCc2nc3sc(C)c(C)c3c(=O)[nH]2)c1 (stereo not given)	-3	-4	9	4	1.1	-4	-5	-1	0.96
O=C(NNC(=O)c1ccccc1OCc1ccc(F)cc1)c1ccncc1	-1	-6	9	-13	1	-1	-4	0	1.1
Cc1cc2nc(SCCOC(=O)Nc3ccc(Cl)cc3)nc(C)c2cc1C	-1	-3	13	11	0.82	-5	18	2	0.89
COc1cc(C2/C(=C(\O)c3ccc4c(c3)CC(C)O4)C(=O)C(=O)N2CCCn2ccnc2)ccc1O (stereo not given)	-6	1	9	-24	1	-1	-2	-3	1.2
C=CCn1c(SCc2ccc(C(=O)O)cc2)nc2sc(C)c(C)c2c1=O	0	-4	3	-2	0.99	-4	1	0	1
Nc1ccc2nc(-c3ccccc3)sc2c1	-2	0	20	13	1.1	-5	-14	-55	0.87
COc1ccccc1C(c1nnnn1Cc1ccccc1)N1CCN(C2CCCC2)CC1 (stereo not given)	-2	-4	6	-12	1	-2	0	0	1.1
Cc1cc(Oc2ccc(C)c(Cl)c2)nc(SCC(=O)c2ccccc2)n1	0	1	13	15	0.95	-6	4	0	0.85
Cc1cc(=O)oc2cc(NC(=S)NCc3ccccn3)ccc12	-3	-8	11	-3	0.84	-1	16	-16	1
COc1ccccc1/C=C(\C#N)C(=O)c1cccn1C	-7	-8	5	-19	1.2	-4	-18	-1	1.2
CCCc1ccc(C#N)c(SC2CC(=O)N(c3ccc(OC)cc3)C2=O)n1 (stereo not given)	-3	-4	12	-11	0.92	1	8	-3	1.1
O=C(NCCCN1CCOCC1)C(=O)NCc1ccccc1	3	-2	-12	-4	0.93	-5	7	4	1
Cc1cc(N=Cc2c(O)ccc3ccccc23)no1	-4	11	8	11	1.1	-2	-7	-43	0.89
O=C(CSc1nnnn1C1CCCCC1)NCc1cccc(C(=O)O)c1	4	1	-3	-15	1.1	0	-6	2	1.1
COc1cc(C(=O)NCCN2C(=O)S/C(=C\c3cccs3)C2=O)cc(OC)c1OC	2	-6	18	1	0.98	-3	2	0	0.99
CCOC(=O)c1c(C)oc2cc(Br)c(OC(=O)N3CCOCC3)cc12	-2	-4	-17	6	1	0	-1	1	0.94
CCOCCc1nnc(N)s1	-2	-4	6	10	0.99	2	1	4	0.9
CCC(C)NC(=O)C(Cc1ccccc1)NS(=O)(=O)c1cccc2nsnc12 (stereo not given)	0	-4	-7	5	1	-1	-1	-1	0.95
COCCN(C(=O)COC(=O)C1CCC(C(C)(C)C)CC1)c1c(N)n(Cc2ccccc2)c(=O)[nH]c1=O (stereo not given)	11	-6	31	4	1	-6	-1	-5	0.96
O=C(CCNC(=O)c1ccc([N+](=O)[O-])cc1)NCc1ccccc1	-2	-12	18	6	0.96	2	4	-1	0.94
Cc1ccnc(N2C(=O)c3ccc([N+](=O)[O-])cc3C2=O)c1	1	-3	-1	0	1	4	0	-3	1

Some of the entries so far, with values under each structure:
Under each structure – A3A deaminase	A3G deaminase	NLRP3 yeast inh	hIAP block	mIAP activ	beta cell repl	mIAP block	SENP1 FRET inh	hIAP act
> O=C(NNC(=O)c1ccccc1OCc1ccc(F)cc1)c1ccncc1
  -1	-6	9	-13	1	-1	-4	0	1.1
> Cc1cc2nc(SCCOC(=O)Nc3ccc(Cl)cc3)nc(C)c2cc1C
  -1	-3	13	11	0.82	-5	18	2	0.89
> COc1cc(C2/C(=C(\O)c3ccc4c(c3)CC(C)O4)C(=O)C(=O)N2CCCn2ccnc2)ccc1O (stereo not given)
  -6	1	9	-24	1	-1	-2	-3	1.2
> C=CCn1c(SCc2ccc(C(=O)O)cc2)nc2sc(C)c(C)c2c1=O
  0	-4	3	-2	0.99	-4	1	0	1
> Nc1ccc2nc(-c3ccccc3)sc2c1
  -2	0	20	13	1.1	-5	-14	-55	0.87
> COc1ccccc1C(c1nnnn1Cc1ccccc1)N1CCN(C2CCCC2)CC1 (stereo not given)
  -2	-4	6	-12	1	-2	0	0	1.1
> Cc1cc(Oc2ccc(C)c(Cl)c2)nc(SCC(=O)c2ccccc2)n1
  0	1	13	15	0.95	-6	4	0	0.85
> Cc1cc(=O)oc2cc(NC(=S)NCc3ccccn3)ccc12
  -3	-8	11	-3	0.84	-1	16	-16	1
> COc1ccccc1/C=C(\C#N)C(=O)c1cccn1C
  -7	-8	5	-19	1.2	-4	-18	-1	1.2
> CCCc1ccc(C#N)c(SC2CC(=O)N(c3ccc(OC)cc3)C2=O)n1 (stereo not given)
  -3	-4	12	-11	0.92	1	8	-3	1.1
> O=C(NCCCN1CCOCC1)C(=O)NCc1ccccc1
  3	-2	-12	-4	0.93	-5	7	4	1
> Cc1cc(N=Cc2c(O)ccc3ccccc23)no1
  -4	11	8	11	1.1	-2	-7	-43	0.89
